Screening data deposited in PubChem BioAssay by several laboratories.
TROY signal inh: inhibitors of TROY-driven NF-kB signaling, primary screen, Q293 LMP1-TROYcd cells, NF-kB luciferase, uHTS | Q293 LMP1-TROYcd NF-kB luciferase reporter, 4 h | AID 1347056, 2019 | 360,000 tested, 0.98% active | inhibition, % at 10 µM;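 active = compounds whose plate-normalised and pattern-corrected inhibition of the luciferase reporter signal at the single screening dose is 50% or more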
TRPM1 prom inh: inhibitors of MITF-dependent TRPM1 promoter reporter, primary screen, cell-based, SK-MEL-5, single point, luciferase; AID 488899, 2010; inhibition, % at 12.5 µM; SK-MEL-5 TRPM1 promoter luciferase, 24 h; 330,000 tested, 0.83% active;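 active = mean inhibition across replicates of 60% or more, whatever share of single replicates reaches that level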; note: values of inactives mirror those of a sister screen read the other way
HIF-2a block: HIF-2a reporter inhibitors, primary screen, luminescence, 786-0 RCC cells; AID 624352, 2012; 786-0 RCC cells HIF-2a reporter, luciferase luminescence, overnight; 360,000 tested, 0.72% active; inhibition, % at 18.8 µM;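 active = inhibition of the luminescence signal of 40% or more relative to plate controls, in a single-dose primary screen at 18.75 µM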
CF NFkB inh: inhibitors of PAF-induced NF-kB signaling, primary screen, cell-based, GFP fluorescence, uHTS | KKLEB NF-kB-GFP reporter, GFP fluorescence overnight | inhibition, % at 5 µM | 360,000 tested, 0.86% active | AID 588850, 2011;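 active = at least 50% inhibition at 5 µM, scaled per plate between neutral and stimulator controls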;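 note: PAF is a Pseudomonas aeruginosa culture filtrate used as stimulus; plate controls were PAF-stimulated DMSO wells for no effect and unstimulated DMSO wells for full effect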
TRAIL sens C8: viability loss with TRAIL in NB7+C8 cells, primary screen, TRAIL sensitizer project, cell-based, ATPlite luminescence | inhibition (viability loss, TRAIL sensitization), % at 10 µM | 360,000 tested, 1% active | AID 624354, 2012;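 active = compounds causing at least 50% loss of cell viability in the single-dose screen, relative to plate controls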
KKLEB tox: cytotoxicity in KKLEB CF airway cells, primary screen, cytotoxicity control for CF NF-kB inhibitor project, cell-based, uHTS, fluorescence assay plates; KKLEB CF airway cells viability, ATPlite luminescence, overnight; active compounds read low; cells stimulated with P. aeruginosa culture filtrate; activity change (cytotoxicity), % at 5 µM; 360,000 tested, 0.36% active; AID 602141, 2011;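 active = corrected activity change at or below -50% at 5 µM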
NR2E3 ag-1: inhibitors of NR2E3-RetCOR corepressor binding, primary screen, NR2E3 agonist project, biochemical, TR-FRET, GST-NR2E3, biotin-RetCOR; Photoreceptor-specific nuclear receptor (Homo sapiens), Q9Y5X4; 1536-well; inhibition of corepressor binding, % at 4.78 µM; 320,000 tested, 0.12% active; AID 2300, 2010;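 active = percent inhibition above the cutoff of mean plus 3 SD of all tested compounds, set per screening campaign, cut at about 20% in these data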;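 note: 0% = DMSO wells and 100% = biotin wells as full block of FRET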
Target sequence (Q9Y5X4 whole entry, looked up): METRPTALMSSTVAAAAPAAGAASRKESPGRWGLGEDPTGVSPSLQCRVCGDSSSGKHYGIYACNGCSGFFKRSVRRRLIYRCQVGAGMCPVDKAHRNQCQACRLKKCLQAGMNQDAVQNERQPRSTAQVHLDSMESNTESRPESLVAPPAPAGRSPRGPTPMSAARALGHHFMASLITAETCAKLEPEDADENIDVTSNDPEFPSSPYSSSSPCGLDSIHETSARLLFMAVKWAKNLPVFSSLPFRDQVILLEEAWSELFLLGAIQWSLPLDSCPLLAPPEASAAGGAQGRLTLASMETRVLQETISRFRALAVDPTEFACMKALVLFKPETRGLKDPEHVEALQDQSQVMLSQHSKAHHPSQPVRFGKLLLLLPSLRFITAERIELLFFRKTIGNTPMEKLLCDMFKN
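system = GST-tagged NR2E3 plus biotinylated RetCOR corepressor | input = 1.35 nM GST-NR2E3 | also added = 7 nM biotin-RetCOR | schedule = 5 h incubation at 4 °C | measured by = TR-FRET with europium anti-GST and streptavidin-D2, 340 nm excitation | read-out = percent loss of FRET ratio relative to control wells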
Shn3 3UTR inh: reduction of Shn3 3'UTR firefly luciferase signal, primary screen, Schnurri-3 inhibitor project, cell-based, Clone20 osteoblasts, set 2. Clone20 osteoblast Shn3 3'UTR firefly luciferase, 24 h. inhibition, % at 12.5 µM. 360,000 tested, 0.52% active;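 active = mean inhibition of at least 75% with every replicate also reaching 75%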;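 note: 0% = median of neutral control wells and 100% = pilot-screen positive control compound; some compounds past the cut are filed as inactive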
TWEAK-Fn14 inh: inhibitors of TWEAK-Fn14 signaling, primary screen, luciferase reporter cells, uHTS; TWEAK-stimulated Fn14 reporter cells, luciferase luminescence, 8 h; inhibition, % at 10 µM; 360,000 tested, 2% active; AID 1159606, 2016; in the data active = inhibition above about 50%
Peg3 promoter: Peg3 promoter-driven luciferase inhibitors, primary screen, cell-based, HeLa, luciferase luminescence | HeLa PEG-Prom luciferase reporter, overnight | inhibition, % at 20 µM | 360,000 tested, 1.7% active;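 active = inhibition of at least 50% at 20 µM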
NR2E3 ag-2: NR2E3 agonists in two-hybrid cells, primary screen, cell-based, luminescence, CHO-S, Gal4-NCOR/VP16-NR2E3; Photoreceptor-specific nuclear receptor (Homo sapiens), Q9Y5X4; luciferase; inhibition of corepressor binding, % at 3.98 µM; 360,000 tested, 0.35% active; AID 602229, 2012;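 active = inhibition above the mean of all tested compounds plus 3 SD, cut at about 70% in these data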;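 note: 0% = DMSO with NR2E3 transfected cells and 100% = cells lacking NR2E3 construct; higher means lower luciferase signal from less NR2E3 corepressor binding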
Active calls of the source: *; x = not tested or not shown. Not all compounds are listed; rates above refer to the full screens.

SMILES	TROY signal inh	TRPM1 prom inh	HIF-2a block	CF NFkB inh	TRAIL sens C8	KKLEB tox	NR2E3 ag-1	Shn3 3UTR inh	TWEAK-Fn14 inh	Peg3 promoter	NR2E3 ag-2
COc1cccc(-c2csc(NC(=O)Oc3ccccc3)n2)c1	-15	-32	-142	-1	-16	10	-2	-29	-7	-64	-44
COc1ccc(S(=O)(=O)NC(C)C)cc1C(=O)NC1CCCCC1	-10	0	22	3	6	-3	2	-16	-18	8	4
Nc1cc(N)nc(SCC(=O)NCc2ccco2)n1	4	5	6	2	-6	2	1	13	0	-19	-2
COc1ccc(NC2CC(=O)N(C)C2=O)cc1 (stereo not given)	-8	-9	-16	6	7	7	2	-14	-11	-26	-21
O=C(CSc1nnc(CNC(=O)c2c(F)cccc2Cl)o1)Nc1ccc2c(c1)OCCO2	-25	-9	1	3	6	2	-1	2	4	11	-4
CCOC(=O)c1cc2c(nc1N)CC(C)(C)OC2	-1	11	-25	5	-20	4	5	-6	-3	-29	-1
CN(/N=C/c1ccncc1)C1=NS(=O)(=O)c2ccccc21	6	-22	20	9	16	-3	-6	-3	8	9	-2
Cc1nc(C)c2c(=O)cc(-c3ccccc3)[nH]c2n1	11	15	0	-10	-2	-15	2	-13	30	0	-46
CCN(CC)CCOC(=O)c1ccc(NC(=O)C(C)NC(=O)C23CC4CC(CC(C4)C2)C3)cc1 (stereo not given)	5	-4	18	24	11	-2	0	15	-6	12	6
Cc1noc(C)c1S(=O)(=O)N(C)C[C@H]1Oc2ccc(NS(=O)(=O)c3cn(C)cn3)cc2C(=O)N([C@H](C)CO)C[C@@H]1C	-3	0	-5	18	-14	-2	x	-4	-3	-7	3

An excerpt from above, showing only NR2E3 ag-2.
SMILES,NR2E3 ag-2
CN(/N=C/c1ccncc1)C1=NS(=O)(=O)c2ccccc21,-2
Cc1nc(C)c2c(=O)cc(-c3ccccc3)[nH]c2n1,-46

Continued:
SMILES	TROY signal inh	TRPM1 prom inh	HIF-2a block	CF NFkB inh	TRAIL sens C8	KKLEB tox	NR2E3 ag-1	Shn3 3UTR inh	TWEAK-Fn14 inh	Peg3 promoter	NR2E3 ag-2
CCOCCCNC(=S)N(CCCN(C)C)Cc1cc2cc3c(cc2[nH]c1=O)OCCO3	2	6	4	1	-4	2	3	5	-24	1	-17
CCn1cc(S(=O)(=O)Nc2nc3ccc(OC)cc3s2)cn1	8	7	11	-3	-5	24	2	-21	12	9	4
CC(CCc1ccccc1)NC(=O)/C=C/c1ccccc1 (stereo not given)	-33	-14	-50	6	-13	5	4	-6	-9	-18	-18
Nc1ncnc2c1ncn2CCc1ccccc1	-6	11	-43	-3	1	2	-1	-10	-2	-27	-36
C=CCN1C(=O)c2ccc(C(=O)N3CCN(S(=O)(=O)c4ccccc4Br)CC3)cc2C1=O	-15	6	4	4	2	4	0	-9	-11	0	15
CCCn1c(C2CC(=O)N(c3ccc(C)cc3)C2)nc2ccccc21 (stereo not given)	-4	-1	3	9	5	-3	-1	-6	4	10	-4
Cn1cnc(S(=O)(=O)Nc2ccccc2N2CCOCC2)c1	-11	x	19	-11	-5	8	-1	x	-2	2	0
CCCC(C)C(=O)Nc1ccccc1C(=O)OCC (stereo not given)	12	8	4	-2	15	-4	3	5	3	-2	-2
Cc1cc(C)n(CC(O)COc2ccc(F)cc2)n1 (stereo not given)	-10	5	2	-5	-2	3	0	-9	-10	7	-13
COc1cc(N)c(Cl)cc1C(=O)OCC(=O)NCC1CCCCC1	4	0	8	24	2	-10	x	10	20	17	-4
O=c1[nH]c2ccc(NCc3ccc(F)cc3)cc2[nH]1	-30	3	-30	12	10	-5	-9	4	-85	-17	-34
CC(C)c1ccc(CNc2ncc(Br)cn2)cc1	-42	-91	-143	-3	0	3	3	-49	-41	-201	-21
CN(C)/C=C/C(=O)c1ccc(Br)cc1	-11	-27	-51	-3	-5	8	5	-8	-1	-64	-7
COc1ccc(Cl)cc1N(C(=O)c1ccco1)C(C(=O)NC1CCCC1)c1cccnc1 (stereo not given)	-1	16	7	-11	1	7	0	10	-8	9	-22
CC(=N/O)/C(=N\O)c1ccc(C)o1	7	3	5	7	-19	-2	-5	-2	-3	-4	5
CC(C(=O)NCC1CCCCC1)N1CCN(S(=O)(=O)c2cccs2)CC1 (stereo not given)	5	-9	8	-5	-17	-6	x	26	-9	12	14
CCOc1ccccc1C(=O)OCC(=O)Nc1cccc(S(=O)(=O)N2CCCC2)c1	12	17	0	17	44	-5	x	16	4	25	-14
O=C(COc1ccc(Br)cc1)NCCN1CCCC1	-7	-4	16	4	4	9	-3	17	1	-2	5
CCC1CCCCN1C(=O)COc1ccc2c3c(c(=O)oc2c1)CCC3 (stereo not given)	4	-3	-17	-16	-13	8	6	6	-20	-4	5
Cc1cccc(Nc2nnc(SCC(=O)NC3CCCc4ccccc43)s2)c1C (stereo not given)	11	1	17	-3	13	5	-3	21	27	18	-29
CC(=O)NC1C(=O)N(CC(C)C)c2ccccc21 (stereo not given)	-2	15	9	13	-29	-2	-1	-3	-1	-7	2
O=C(NCc1ccccn1)c1ccccc1OCc1ccc(Cl)cc1Cl	-10	6	-13	23	-5	-8	9	-7	-2	18	-15
COc1cccc(NC(=O)c2ccc(S(=O)(=O)N3CCCCC3)cc2)c1	8	5	-9	-8	7	-4	-1	-2	-2	34	-6
Cc1cc(C(=O)OCCO)c(C#N)c(N)n1	13	4	17	-9	-5	6	3	8	2	11	-25
CC(=O)c1ccccc1NC(=O)c1cc(S(=O)(=O)N2CCOCC2)ccc1N1CCCC1	-11	12	7	16	-4	-10	-3	15	-12	28	0
COc1ccc(Nc2nc(N)nc(CSC(=S)N3CCN(c4ccccc4)CC3)n2)cc1	-12	-3	9	21	-1	-18	1	6	50	20	5
O=C(Nc1cccc(S(=O)(=O)NCc2ccco2)c1)c1cc(-c2ccc(F)cc2)nc2ccccc12	11	2	-1	-30	-4	-9	-1	0	0	27	-2
CC(Sc1nnc(C2CC2)n1C1CC1)C(=O)Nc1cccc(S(=O)(=O)N(C)C)c1 (stereo not given)	-12	10	11	1	-5	-6	2	-8	8	13	-4
COCCN1CCC(CNCc2cn(-c3cc(C)ccc3C)nc2-c2ccccc2)C1 (stereo not given)	7	-4	10	11	0	-18	4	-19	4	17	16
Cc1cccc(-n2ncc(C#N)c2N)c1	-3	-8	3	3	9	3	4	5	27	7	-40
CCCCn1c(N)c(N(C)C(=O)C2CCCC2)c(=O)[nH]c1=O	-5	4	0	-2	-1	22	1	11	5	-7	-14
CC(Sc1nnc2ccccn12)C(=O)Nc1ccc2c(c1)OCCO2 (stereo not given)	-40	-22	-33	-7	2	-4	-2	-27	-2	-11	-10
Cc1c(CN(C)C)c2c(n1Cc1ccccc1)C(=O)c1ccccc1-2	2	-23	2	-3	-2	-6	-5	-7	62*	25	-13
Cc1ccccc1CN(c1ccc(C(=O)Nc2cccnc2)cc1)S(C)(=O)=O	8	3	24	9	23	-9	-1	5	7	14	-3
CS(=O)(=O)Nc1ccc(C(=O)NC2CC3CCC2C3)cc1 (stereo not given)	-13	2	3	-3	-4	10	3	-7	18	-4	-5
CCCC/S(C)=N/S(=O)(=O)c1ccc(C)cc1 (stereo not given)	-18	12	9	-4	3	-1	3	24	11	-11	7
O=S(=O)(NC1CC1)c1ccc(S(=O)(=O)N2CCCc3ccccc32)cc1	2	13	20	5	1	16	-1	60	23	16	29
O=C(Nc1ccccc1F)N(Cc1ccc(F)cc1)Cc1nc2ccccc2c(=O)[nH]1	-9	4	4	-10	0	2	-2	16	1	9	-26
CC(C)C(=O)Nc1ccc(-c2nc3ncccc3o2)cc1	19	-26	-146	-32	37	-9	1	-27	46	-123	-116
C=CCn1c(SCCN2CCOCC2)nc2c1c(=O)[nH]c(=O)n2C	1	9	8	3	30	0	-3	-4	2	12	7
Fc1ccccc1COc1ccc(Br)cc1CNCC1CCCO1 (stereo not given)	10	3	5	7	8	-14	1	28	-18	-1	-4
O=C(Nc1ccccc1)C1C2CCC3C(CCC21)C3(Cl)Cl (stereo not given)	38	5	-72	-1	40	-12	-1	0	9	-163	-29
C[C@]12CCC(=O)C=C1CC[C@@H]1[C@@H]2[C@@H](O)C[C@]2(C=O)[C@@H](C(=O)CO)CC[C@@H]12	-4	-5	10	37	9	14	5	3	-30	-21	-5
Cc1ccc(S(=O)(=O)Nc2ccc(Br)cc2C(NCC(=O)O)c2ccccc2)cc1 (stereo not given)	0	16	20	24	-22	8	2	3	12	10	-7
CC(=O)N1CCN(CC(O)Cn2c3ccccc3c3ccccc32)CC1 (stereo not given)	4	0	10	4	-3	-2	-1	-3	-8	-7	0
O=C(CC1SC(=O)N(Cc2cccc3ccccc23)C1=O)Nc1nccs1 (stereo not given)	11	-5	9	9	53*	-1	-1	-57	-16	16	12
CCCn1ncc(CN2CCC(CO)(Cc3ccc(OC)cc3)CC2)c1C	-2	6	10	-1	19	12	-1	1	-14	20	8
Cc1oncc1C(=O)NC1CCCCC1	14	-9	12	-4	-5	1	-2	12	11	0	-8
CCN1CCN(C(c2cccs2)C(C)NS(=O)(=O)c2ccc(C)cc2)CC1 (stereo not given)	14	6	20	14	5	7	-3	7	21	2	-22
COCCNC(=O)CN(C(=O)CCC(=O)Nc1ccccn1)c1ccc(C)cc1	16	-5	24	-7	-6	0	2	2	0	9	-9
O=C(Cn1cnc2cc([N+](=O)[O-])ccc2c1=O)Nc1ccccc1Cl	-11	-1	6	8	-8	-10	4	-3	-17	14	15
Cn1c2ccc(F)cc2c2ncn(CCN3CCOCC3)c(=O)c21	-18	3	6	-3	-21	2	-2	-21	4	2	-9
